# STK33 inh: blocks human STK33 kinase activity. Q9BYT3. purified STK33, MBP phosphorylation, ADP-Glo luminescence. inhibition, % at 10 µM. actives 0.073% (n = 320,000);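 active = inhibition at or above 25%, using the most active replicate where run in duplicate; inactive = inhibition below 25%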
# Target sequence (Q9BYT3 whole entry, looked up): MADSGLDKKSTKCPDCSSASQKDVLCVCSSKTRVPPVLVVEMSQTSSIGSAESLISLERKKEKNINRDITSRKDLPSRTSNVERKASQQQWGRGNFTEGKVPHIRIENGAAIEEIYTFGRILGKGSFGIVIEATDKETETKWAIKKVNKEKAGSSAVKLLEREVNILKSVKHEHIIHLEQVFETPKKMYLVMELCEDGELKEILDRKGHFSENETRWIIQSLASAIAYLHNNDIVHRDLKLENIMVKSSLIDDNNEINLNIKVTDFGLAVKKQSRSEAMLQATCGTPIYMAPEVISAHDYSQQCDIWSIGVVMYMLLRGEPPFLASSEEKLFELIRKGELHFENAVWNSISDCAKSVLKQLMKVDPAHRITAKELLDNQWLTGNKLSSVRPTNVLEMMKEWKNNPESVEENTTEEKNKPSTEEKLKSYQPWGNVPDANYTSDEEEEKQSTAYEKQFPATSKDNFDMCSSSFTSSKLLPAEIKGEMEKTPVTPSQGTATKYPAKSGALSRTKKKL
# OX1R FRET antag: blocks the human orexin 1 receptor | O43613 | inhibition, % at 6.6 µM | actives 1.8% (n = 330,000) | OX1R-expressing cells, FRET antagonist read-out; in the data active = inhibition mostly above about 38%, no sharp cut-off; inactive = mostly below about 40%;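 also: 0% = agonist challenge alone and 100% = reference antagonist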
# Target sequence (O43613 whole entry, looked up): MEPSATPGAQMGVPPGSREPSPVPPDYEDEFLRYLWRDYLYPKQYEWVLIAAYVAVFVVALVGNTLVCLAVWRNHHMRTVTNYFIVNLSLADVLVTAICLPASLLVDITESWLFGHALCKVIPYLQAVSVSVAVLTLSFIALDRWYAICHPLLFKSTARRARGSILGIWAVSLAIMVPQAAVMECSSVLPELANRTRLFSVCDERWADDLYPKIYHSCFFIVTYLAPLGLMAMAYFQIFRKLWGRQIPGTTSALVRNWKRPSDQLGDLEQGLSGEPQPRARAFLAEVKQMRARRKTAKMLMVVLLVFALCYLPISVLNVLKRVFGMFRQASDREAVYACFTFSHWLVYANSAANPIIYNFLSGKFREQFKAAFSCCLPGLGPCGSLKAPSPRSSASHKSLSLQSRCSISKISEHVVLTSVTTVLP
# * marks the source's active call; other numbers are inactive results; / = not tested or not shown. No enrichment for hits. Share with any hit: about 1.8%.
item	SMILES	STK33 inh	OX1R FRET antag
1	CC(=O)N(c1ccc2oc(=O)sc2c1)S(=O)(=O)c1ccc(C)cc1	0.5	5.4
2	CNc1ccc(/C=C/C(=O)c2ccc3c(c2)OCCO3)cc1[N+](=O)[O-]	1.4	7.7
3	CS(=O)(=O)N(CC(=O)O)Cc1cccc(CN(CC(=O)O)S(C)(=O)=O)c1	-2.3	15.6
4	COc1cccc(NC(=O)c2ccccc2-c2ccccc2C(=O)O)c1	-1.8	-0.1
5	COc1cccc(/C(C)=N/NC(=O)c2ccc(N(C)C)cc2)c1	-1.2	73.0
6	CN(C)CCNC(=O)/C(=C/c1ccc(-c2ccc(Cl)cc2)o1)NC(=O)c1ccccc1	0.2	5.2
7	O=C(CSc1nc2cc(Cl)ccc2s1)NC1CCCc2ccccc21 (stereo not drawn)	0.7	77.2
8	O=C(COC(=O)c1ccc(Cl)nc1)Nc1c(Cl)cccc1C(F)(F)F	5.3	9.4
9	CCCCCC1CCC(c2ccc(/C(N)=N/O)cc2)CC1 (stereo not drawn)	0.3	0.7
10	O=C1C(=O)N(CC(=O)N2CCCC2)c2ccccc21	-0.5	16.1
11	COCCN1C(=O)c2ccccc2C(C(=O)N2CCN(c3ccccc3)CC2)C1c1ccc(F)cc1 (stereo not drawn)	-0.3	3.8
12	NNC(=O)COc1ccc2oc3c(c2c1)CCCC3	0.4	10.4
13	O=C(NC(=S)Nc1ccccc1C(F)(F)F)c1ccccc1F	0.6	23.3
14	C[C@]12CC[C@H](O)C[C@@H]1CC[C@@H]1[C@@H]2CC[C@@]2(C)[C@H]1CCC(=O)[C@]21CCCO1	/	14.7
15	Cc1nnc(N2CCOCC2)c2ccccc12	-1.1	16.2
16	N#CCC(=O)Nc1ccc(C(=O)OCC(=O)c2ccc3c(c2)OCO3)cc1	-1.0	18.2
17	CCn1cc(C(=O)O)c(=O)c2cnc(N3CCN(C(=S)NC(=O)c4ccc(Cl)cc4)CC3)nc21	-1.8	14.7
18	COc1ccc(CNC(=O)C2(CC3CC(c4ccccc4)=NO3)CCN(C(=O)c3cccc(O)c3)CC2)cc1 (stereo not drawn)	0.0	19.1
19	Cc1cccc(-n2c(-c3ccoc3C)n[nH]c2=S)c1	-0.9	10.2
20	COC(=O)c1ccc(CN2C(=O)NC3(CCC(C)CC3)C2=O)o1 (stereo not drawn)	0.6	12.1
21	COc1ccc(C2=Nn3c(nnc3-c3ccco3)SC2)cc1OC	-1.7	18.8
22	COc1ccc(-c2nc(-c3ccccc3)nc(N3CCN(C)CC3)c2C#N)cc1	-1.1	4.6
23	COc1ccc(NC(=O)CNc2ccccc2N2CCCC2=O)cc1S(=O)(=O)N1CCOCC1	-0.7	-0.7
24	CNC(=S)NNC(=O)c1sccc1C	-0.4	2.3
25	CC(=O)Nc1ccc(S(=O)(=O)N2CCC(NC(C)=O)(c3cccc(F)c3)CC2)cc1	-2.6	8.9
26	CCCCCN(C(=O)CCC(=O)OCC(=O)NCc1ccc(OC)cc1)c1c(N)n(CCCC)c(=O)[nH]c1=O	-0.9	-10.9
27	COc1cccc(NC(=O)N2CCN(C(=O)C(Cc3ccc(OC)c(OC)c3)NC(C)=O)CC2)c1 (stereo not drawn)	-0.1	7.0
28	CCc1nc(N)c(C#N)c(-c2ccncc2)c1C	-1.0	5.8
29	COC(=O)N=Nc1c(O)[nH]c2ccc(Br)cc12	-0.3	43.1
30	Cc1ccc2cc(S(=O)(=O)NCCC(=O)O)ccc2c1	-0.3	9.9
31	CC(C)CC(=O)Nc1nnc(S(=O)(=O)N2CCc3ccccc32)s1	1.0	13.5
32	c1ccc(CN=C2NN=C(c3cc4ccccc4o3)CS2)cc1	1.0	2.2
33	Cc1ccc(C2=NN3C(C(=O)c4ccccc4)Oc4ccccc4C3C2)cc1 (stereo not drawn)	-0.4	23.9
34	COC(=O)C1=C(C)NC(=O)/C1=C\c1ccco1	1.7	12.8
35	CCN(C(=O)Cc1c(C(=O)O)n(CC)c2ccccc12)c1cccc(C(F)(F)F)c1	-5.0	-0.7
36	CCCOc1nc2c(c(=O)n(C)c(=O)n2C)n1Cc1cccc2ccccc12	-1.1	15.0
37	Cc1ccc(NC(=O)COC(=O)CNC(=O)c2ccc(Br)cc2)c(C)c1	4.6	21.9
38	CCCCCOc1ccc(C2C(C(=O)c3ccc(C)o3)=C(O)C(=O)N2c2cc(C)on2)cc1 (stereo not drawn)	-1.3	5.2
39	Cc1cccc(NC(=S)NC(C)CCc2ccccc2)c1 (stereo not drawn)	-0.6	12.5
40	CCCN(CCC)CCCNC(=S)Nc1ccc2nc3n(c(=O)c2c1)CCCCC3	-1.0	28.1
41	Cc1ccc(NNC(=S)Nc2ccc(C(C)C)cc2)c(C)c1	-1.1	4.1
42	COc1ccc(N2CCN(c3ccc([N+](=O)[O-])nc3)CC2)cc1	6.1	45.7
43	Cc1noc(NC(=O)c2cccc(C(F)(F)F)c2)c1Cl	-3.5	7.6
44	CC(C)COC(=O)N1CCCC1C(=O)Nc1nccs1 (stereo not drawn)	1.0	19.5
45	CCC(=O)Nc1c(C)nn(C(=O)CC)c1C	-1.8	24.9
46	COc1ccc(C(=O)c2cnc(C(C)C)n2C)cc1	-1.1	0.8
47	CSc1sc(C(=O)NN)c2c1C(O)CCC2 (stereo not drawn)	-0.5	32.2
48	CN(C)c1ccc(N=Nc2cccc3ccoc23)cc1	0.4	27.4
49	Cc1ccc(CS(=O)(=O)CCC(=O)O)cc1	-2.8	5.9
50	CCN1C(=O)NC2C1N(S(C)(=O)=O)CCN2S(C)(=O)=O (stereo not drawn)	0.3	6.2
51	COc1ccc(C(=O)c2c(O)cc(-c3ccc(OC)cc3)oc2=O)cc1	0.0	14.3
52	COc1ccc(NC(=O)c2ccc3c(=O)n(-c4ccc(OC)cc4OC)c(=S)[nH]c3c2)c(OC)c1	-2.1	8.7
53	Cc1cccc(C(=O)N2CCCC(c3nc(-c4ccc(F)cc4)no3)C2)c1 (stereo not drawn)	-1.9	/
54	CC(=O)Nc1cccc(NC(=O)c2ccc([N+](=O)[O-])cc2Cl)c1	-1.1	26.2
55	CCC(c1nnc(SCC(=O)Nc2nnc(-c3ccccc3)o2)n1Cc1ccccc1)N(C)C (stereo not drawn)	-1.4	7.8
56	N#CC[n+]1cc(-c2ccc(Cl)cc2)n2c1CCC2	-0.8	1.9
57	COCCOC(=O)c1c(C)n(C)c2ccc(OC(=O)c3c(OC)cccc3OC)cc12	-0.5	29.1
58	COc1ccccc1CCC(=O)N1CCC(n2nccc2NC(=O)CC(C)C)CC1	-0.4	32.8
59	Cc1ccc(NC(=O)c2c(C)noc2-c2snnc2C)cc1	-1.5	31.5
60	COCC(=O)N1CCC(Oc2ccc(C(=O)N3CCSCC3)cc2)CC1	-0.4	15.9

# (list continues)
item	SMILES	STK33 inh	OX1R FRET antag
61	CCC(C(=O)Nc1cccc(C(=O)O)c1)c1ccccc1 (stereo not drawn)	-0.9	-8.2
62	CC(CCc1ccccc1)NC(=O)/C=C/c1ccccc1 (stereo not drawn)	-0.8	21.8
63	CSCCC1NC(=O)N(CC(=O)Nc2cccc(S(=O)(=O)N3CCCCCC3)c2)C1=O (stereo not drawn)	-1.4	12.6
64	CCCS(=O)(=O)N1CCc2cc(OC)c(OC)cc2C1	-1.5	0.1
65	O=C(CSc1nnc(-c2ccccc2F)o1)NC1CC1	0.6	2.2
66	COc1ccc(-c2noc(CNC(=O)c3ccoc3C)n2)cc1OC	-0.4	9.2
67	CCN(CC)S(=O)(=O)c1ccc(C)c(NC(=O)CN2CCN(C)CC2)c1	-3.6	12.9
68	CSCC(C)N1CCC(N2CCC(C(=O)NCc3ccccn3)CC2)CC1 (stereo not drawn)	-0.5	0.5
69	CCN(CC)C(=O)CCCC(=O)N(CC)CC	-1.4	1.0
70	O=[N+]([O-])c1cc(Cl)ccc1Sc1cccc2cccnc12	-0.9	17.1
71	C=CCN(C(=O)Nc1ccc2c(c1)nc(C)n2C)c1ccccc1	-1.2	11.1
72	O=C(CN1c2cccc3cccc(c23)S1(=O)=O)Nc1ccc(F)c(F)c1F	0.0	0.6
73	COc1ccc(OCc2ccc(-c3nc4ccccc4c(=O)n3N)o2)cc1	-1.2	40.8
74	Cc1ccccc1NC(=O)c1ccno1	0.2	2.9
75	c1ccc(CSc2snnc2-c2ccccc2)cc1	0.0	10.8
76	Cc1c(C(=O)N2CC3(CC(c4cccc(NC(=O)CC(c5ccccc5)c5ccccc5)c4)=NO3)C[C@@H]2C(N)=O)cc([N+](=O)[O-])cc1[N+](=O)[O-] (stereo partly drawn)	-1.4	21.4
77	COc1ccc(NC2=C(C)C(=O)CC2)cc1	-0.9	20.7
78	CC(=O)Oc1ccccc1C(=O)Nc1ncc([N+](=O)[O-])s1	-0.1	86.0*
79	CCOc1ccccc1Oc1cn[nH]c1-c1ccc(O)cc1O	0.1	-1.2
80	CN(CCOc1ccccc1)C(=O)c1ccc(F)c(S(=O)(=O)N2CCOCC2)c1	-0.7	2.5
81	Cc1onc(-c2ccccc2Cl)c1C(=O)Nc1ccc(S(=O)(=O)Nc2nccs2)cc1	1.1	8.1
82	O=C(CSc1nc(C2CCCCC2)n(-c2ccccc2)n1)NCC(F)(F)F	-1.7	10.0
83	O=C(Cc1ccc(Cl)cc1Cl)OCC(=O)N1CCN(C(=O)c2ccco2)CC1	-1.8	13.0
84	O=C(N/N=C\c1ccccc1)c1cccc(C(=O)N/N=C\c2ccccc2)n1	-0.7	5.1
85	CC(=O)Nc1cccc(C(=O)/C=C/c2ccco2)c1	1.4	18.6
86	CCOc1cccc(C(=O)NC(=S)NCc2cccnc2)c1	0.3	9.5
87	Cc1cccc(NC(=O)C2CCN(C(=O)N3CCOc4ccccc43)CC2)c1C	0.6	8.4
88	Cc1ccccc1S(=O)(=O)Cc1ccc(C(=O)NCc2ccco2)o1	-0.2	8.9
89	COc1ccc(OCCSc2nnc(-c3ccoc3C)n2C)cc1	-0.6	11.8
90	CCOc1ccc(C2NC(=O)NC(C)=C2C(=O)OCc2ccccc2)cc1 (stereo not drawn)	-0.2	5.7
91	O=C1CC(N2CCC(O)CC2)C(=O)N1c1ccc(Br)cc1 (stereo not drawn)	-0.5	-10.3
92	Cn1c(=NC(=O)C2CC2)sc2cccc(F)c21	-1.4	23.8
93	COc1cccc(/C=C(/C(=O)OCC(N)=O)c2ccccc2)c1	0.0	-0.8
94	Cc1cccc(NC(=O)CNC(=O)c2sc3ccccc3c2Cl)n1	-1.9	11.6
95	O=C(CSCc1ccccc1)Nc1ccc(F)cc1F	-1.3	15.4
96	N#Cc1ccccc1CN1C(=O)NC2(CCCCCC2)C1=O	-1.1	-13.8
97	CCOc1ccc(OCC)c(C2C(C#N)=C(N)N(c3cccnc3)C3=C2C(=O)CC(C)(C)C3)c1 (stereo not drawn)	-0.3	15.1
98	COc1ccccc1NC(=O)CSc1nnc(COc2ccccc2C)o1	-2.5	7.9
99	Cc1csc2ncnc(N3CCN(C(=S)Nc4ccc(F)cc4F)CC3)c12	-1.0	19.2
100	CCc1nnc(NC(=O)C2CCCN(C(=O)c3ccc(Cl)cc3)C2)s1 (stereo not drawn)	1.0	-3.6
101	O=C(NCc1cccc(F)c1)C1CCC(=O)N(CCc2cccc(F)c2)C1 (stereo not drawn)	0.8	15.6
102	CCCCn1nc(CC(=O)NCCN(CC)CC)c2ccccc2c1=O	-2.2	6.8
103	COC(=O)c1ccc(CN2CCC(CO)(Cc3ccccc3Cl)CC2)cc1	-0.6	18.9
104	CCOC(=O)N1CCN(C(=O)c2cccc(F)c2)CC1	-2.5	11.4
105	O=C(NCCNC(=O)c1ccccc1F)c1ccco1	0.2	3.9
106	COc1cc(OC)c(NS(=O)(=O)c2cccc(C(=O)OCC(=O)NCC3CCCO3)c2)cc1Cl (stereo not drawn)	-1.1	41.8
107	C=CCn1c(C)cc(C(=O)CN2C(=O)c3ccccc3C2=O)c1C	-0.4	13.4
108	O=C(CSc1n[nH]c(-c2ccccc2O)n1)N1CCOCC1	-2.7	11.0
109	COCCn1c(SCC(=O)N2CCCC(C)C2)nnc1-c1ccco1 (stereo not drawn)	0.3	9.3
110	CCCCCNC(=O)c1ccc2c(c1)ncn2-c1ccc(OC)cc1	1.5	-0.4
111	CCN(CC)S(=O)(=O)c1ccc(NC(=O)C2CCCN(C(=O)c3ccc(Cl)cc3)C2)cc1 (stereo not drawn)	-0.1	10.9
112	C=CC[C@H](CC(=O)N(CCO)Cc1ccccc1)C(=O)N[C@@H](COC(=O)[C@@H](CC=C)Cc1ccc(F)cc1)Cc1ccccc1	-2.8	10.8
113	CCc1ccc(C2=NNC(=Nc3c(C)n(C)n(-c4ccccc4)c3=O)SC2)cc1	1.1	4.0
114	COc1ccc(CCC(=O)NCCNC(=O)CCc2ccc(OC)cc2)cc1	/	7.3
115	CN1C(=O)/C(=C/c2ccc(-c3ccccc3[N+](=O)[O-])o2)SC1=Nc1ccc(Cl)c(C(=O)O)c1	7.5	27.4
116	CC(Oc1ccccc1)C(=O)Nc1ccc(S(=O)(=O)N2CCOCC2)cc1 (stereo not drawn)	-0.6	8.3

# Compound activity: PubChem BioAssay, several laboratories
